High-throughput results deposited in PubChem BioAssay by National Center for Advancing Translational Sciences (NCATS).
AT treatment = qHTS Assay for Identifying a Potential Treatment of Ataxia-Telangiectasia; […] A-T fibroblasts, KAP-1 phosphorylation AlphaLISA; neocarzinostatin DNA damage 30 min before lysis; AID 485349, 2010; Potency, µM (series often up to 57.5 µM), without a hit: at the highest dose activation, most hits filed as activators; 0.19% of 320,000 active; note: potency is the fitted concentration of half-maximal effect; % of control where 0% means no effect; nearly all actives have a fitted effect of over 45% in size
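hTERT-immortalized A-T patient fibroblasts ([…]), 500 cells/well in OPTI-MEM, 1% FBS, got compounds for 60 min, then NCS for 30 min at 37C. Lysates were then assayed for phospho-KAP-1 by AlphaLISA (anti-pKAP1 donor, anti-KAP1 acceptor beads), 6 hr at 25C.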
Tb PFK block = qHTS Assay to Find Inhibitors of T. brucei phosphofructokinase | T. brucei PFK, ADP-Glo luminescence | Potency, µM (series often up to 57.5 µM), inactives show at the highest dose activity, negative = inhibition, actives largely listed as inhibitors | 0.17% of 330,000 active;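 note: potency is the fitted concentration of half-maximal effect; 0% = uninhibited 1x PFK enzyme wells and -100% = no-enzyme wells; nearly all actives have a fitted effect of over 60% in size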
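Activity is normalized to no-enzyme wells (full inhibition) and 1.25 nM enzyme wells (no inhibition). Reaction: 0.5 mM F6P, 0.1 mM ATP, 45 min RT, ADP-Glo luminescence; concentration-response curves fitted and classed by quality.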
Integrin act MD = qHTS for Activators of Integrin-Mediated Alleviation for Muscular Dystrophy. alpha7betagal myoblasts, beta-gal FDG fluorescence, 48 h. 0.064% of 350,000 active. AID 624291, 2012. Potency, µM (top dose mostly 38.3 µM), without a hit: at the highest dose activation, actives largely listed as activators;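 note: potency is the fitted concentration of half-maximal effect; 100% = response of the positive control SU9516; nearly all actives have a fitted effect of over 60% in size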
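alpha7betagal+/- myoblasts (passage 13, 250/well) treated 48 h at 37C with compounds at 1:260 dilution of DMSO stock. Lysed, then beta-galactosidase activity read as FDG fluorescence (ex 480/em 540) after 30 min, with pre-read for autofluorescence.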
Eya2 phos inh = qHTS Assay for Inhibitors of the Phosphatase Activity of Eya2; recombinant Eya2, OMFP fluorescence dephosphorylation (OMFP is methylfluorescein phosphate); Potency, µM (top dose mostly 76.9 µM), for inactives: at the top dose activity, negative = inhibition, actives largely listed as inhibitors; 0.006% of 330,000 active; note: potency is the fitted concentration of half-maximal effect; % is set by controls: 0 for no effect and ±100 for the full control effect
Target sequence (O00167 whole entry, looked up): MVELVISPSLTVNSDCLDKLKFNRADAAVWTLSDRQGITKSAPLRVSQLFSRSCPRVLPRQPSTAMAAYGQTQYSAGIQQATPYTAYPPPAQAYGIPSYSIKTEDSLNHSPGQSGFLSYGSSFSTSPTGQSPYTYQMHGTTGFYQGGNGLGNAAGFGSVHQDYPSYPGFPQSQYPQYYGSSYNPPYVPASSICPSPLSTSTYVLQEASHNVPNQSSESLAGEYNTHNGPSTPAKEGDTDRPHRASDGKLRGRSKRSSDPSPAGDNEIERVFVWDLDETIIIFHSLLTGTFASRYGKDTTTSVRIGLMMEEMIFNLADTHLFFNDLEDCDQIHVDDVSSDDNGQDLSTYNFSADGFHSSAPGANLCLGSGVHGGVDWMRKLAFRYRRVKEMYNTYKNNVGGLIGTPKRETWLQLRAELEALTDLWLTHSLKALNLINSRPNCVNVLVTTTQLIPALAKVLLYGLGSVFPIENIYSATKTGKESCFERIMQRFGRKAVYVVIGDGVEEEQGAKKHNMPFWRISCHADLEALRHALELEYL
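Eya2 (0.2 uM) preincubated 10 min at ambient with compound, then OMFP substrate added at 50 uM; 10 min reaction in 50 mM HEPES pH 7.5, 50 mM NaCl, 5 uM MgCl2, 0.05% BSA, 1 mM DTT. Fluorescence read at Ex 485/Em 525 nm.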
TSHR antagonist = Antagonists of the Thyroid Stimulating Hormone Receptor: HTS campaign; activity change, negative = inhibition, % at 11.5 µM; 0.2% of 330,000 active; AID 504810, 2011; TSHR-expressing cells, TSH-stimulated cAMP HTRF, 2 h; active compounds read low; Thyrotropin receptor (Homo sapiens), P16473;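 active = activity change below a set negative limit, meaning inhibition stronger than a set level, cut at about -70% in these data; inconclusive = activity change between two set negative limits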; note: % is set by controls: 0 for no effect and ±100 for the full control effect
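TSHR-expressing cells were treated with compounds, then stimulated with TSH at EC80 (4nM final) for 2 hours at 37 deg C. Cellular cAMP was measured by HTRF competition between lysate cAMP and cAMP-d2 for a cryptate-labelled anti-cAMP antibody.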
BCR signal inh = qHTS Assay to Find Inhibitors of Chronic Active B-Cell Receptor Signaling; 0.05% of 340,000 active; Potency, µM (top dose mostly 46.1 µM), for inactives: at the top dose ratio change, negative = lower green/red ratio, most hits filed as inhibitors; ABC-DLBCL IkBa-CBG/CBR reporter, luminescence ratio, 4 h; active = well fitted inhibition curve with a large enough effect in the signal ratio, with a control signal flat, not every such curve was filed as active; inconclusive = small, poorly fitted or top-dose-only effect, or effect the other way, or a change in a side signal; the % refers to the signal ratio;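 note: potency is the fitted concentration of half-maximal effect; plate controls were basal doxycycline-induced cells for no effect and cells given 10 µM MG132 for full effect; MG132 reads +100%, hits lower the ratio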
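TMD8 human ABC-DLBCL cells with doxycycline-inducible IκBα–green luciferase fusion and unfused red luciferase, in 0.5% FBS medium; compounds up to 46 uM, 4 h at 37C. Green/red luminescence ratio, filter-overlap corrected, fitted to concentration-response curves.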
ELG1 DNA repair = qHTS screen for small molecules that inhibit ELG1-dependent DNA repair in human embryonic kidney (HEK293T) cells expressing luciferase-tagged ELG1; 2.3% of 330,000 active; AID 504467, 2011; Potency, µM (highest dose often 46.1 µM), without a hit: at the top dose activity change, negative = inhibition, most hits filed as inhibitors; HEK293T ELG1-luciferase reporter, luminescence, 16 h; DNA damage induced by 5-fluorouridine; note: potency is the fitted concentration of half-maximal effect; % is set by controls: 0 for no effect and ±100 for the full control effect; nearly all actives have a fitted effect of over 55% in size
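Reporter activity after DNA damage by 5-fluorouridine is monitored. Compound-treated cells incubate 16 hr at 37 °C, then ONE-Glo is added for 30 min before luminescence reading.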
TCR activator = Activators of T cell receptors: qHTS campaign; 330,000 tested, under 10 active; primary human leukocytes, anti-CD3, IL-2 HTRF, 48 h; Potency, µM (series often up to 9.22 µM), for inactives: at the top dose activation of IL-2 secretion, usual class: activators; note: % of control where 0% means no effect
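Compounds are tested in HTS on primary human leukocytes co-incubated with a-CD3 beads for 48 hr. IL-2 output is measured by time-resolved FRET.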
ASM inhibitor = Inhibitors of Secretory Acid Sphingomyelinase (S-ASM): qHTS | Potency, µM (top dose mostly 57.5 µM), for inactives: at the highest dose activity change, negative = inhibition, actives largely listed as inhibitors | Sphingomyelin phosphodiesterase (Homo sapiens), P17405 | placental ASM, HMU-PC fluorogenic substrate, 60 min | AID 504937, 2011 | 0.006% of 340,000 active; note: potency is the fitted concentration of half-maximal effect
Target sequence (P17405 47-631 limits assumed): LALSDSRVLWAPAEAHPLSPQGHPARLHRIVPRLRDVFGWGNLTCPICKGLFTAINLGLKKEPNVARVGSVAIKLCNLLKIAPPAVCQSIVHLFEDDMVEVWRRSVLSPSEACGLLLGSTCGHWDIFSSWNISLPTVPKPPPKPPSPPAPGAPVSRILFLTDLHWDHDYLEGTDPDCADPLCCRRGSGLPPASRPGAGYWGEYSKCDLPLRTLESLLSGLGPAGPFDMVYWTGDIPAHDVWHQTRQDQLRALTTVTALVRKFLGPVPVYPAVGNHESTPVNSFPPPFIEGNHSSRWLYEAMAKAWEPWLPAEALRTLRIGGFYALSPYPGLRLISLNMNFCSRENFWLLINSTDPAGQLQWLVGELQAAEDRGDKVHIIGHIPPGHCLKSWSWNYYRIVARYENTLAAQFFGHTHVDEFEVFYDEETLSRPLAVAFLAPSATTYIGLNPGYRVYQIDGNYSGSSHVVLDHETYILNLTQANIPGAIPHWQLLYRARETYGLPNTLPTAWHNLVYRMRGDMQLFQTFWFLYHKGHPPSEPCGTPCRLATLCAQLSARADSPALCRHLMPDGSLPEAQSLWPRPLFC
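HMU-PC0 cleavage (9 uM final) by human placental ASM, 60 min at 37 °C following 10 min compound exposure at RT; stopped at pH 10, fluorescence Ex 386/Em 447 nm.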
Mito fusion act = qHTS Assay for Small Molecule Inhibitors of Mitochondrial Division or Activators of Mitochondrial Fusion. S. cerevisiae fusion-defective mutant growth rescue, CellTiterGlo 48 h. Potency, µM (top dose mostly 46.1 µM), for inactives: at the top dose growth rescue (activation), usual class: activators. 0.23% of 320,000 active;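 note: potency is the fitted concentration of half-maximal effect; % of control where 0% means no effect; nearly all actives have a fitted effect of over 45% in size; temperature-sensitive fusion mutants such as fzo1-1 at 37 °C on non-fermentable ethanol glycerol medium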
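Temperature-sensitive fusion-defective S. cerevisiae (e.g. fzo1-1, mgm1-5) were grown with compound in YPEG medium (3% ethanol, 3% glycerol) for 48 hours at 37C. Growth rescue was measured as viability by CellTiterGlo luminescence after 10 minutes at ambient.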
TSG101-PTAP inh = qHTS Assay for Iinhibitors of HIV-1 Budding by Blocking the Interaction of PTAP/TSG101; Tumor susceptibility gene 101 protein (Homo sapiens), Q99816; Fluorescence polarization, FITC-PTAP peptide / Tsg101 binding; Potency, µM (series often up to 115 µM), for the others: at the top dose activity change, negative = inhibition, usual class: inhibitors; 340,000 tested, under 10 active; active = well fitted inhibition curve with a large enough effect in the main read-out, with a control signal flat, not every such curve was filed as active; inconclusive = small, poorly fitted or top-dose-only effect, or effect the other way, or a change in a side signal; inactive = no such curve, though single readings can be large or run the other way; note: potency is the fitted concentration of half-maximal effect; % of control where 0% means no effect
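Compounds were pin-transferred onto Tsg101 binding domain (10 uM final) in HEPES pH 7.5 buffer, then FITC-PTAP peptide was added at 50 nM final. After 20 min at RT, polarization reported peptide displacement across a qHTS concentration series.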
Active calls of the source: *; [ ] = another dose, or the depositor's remark. Unless noted, calls come from the whole dose curve; as a rule, active = well fitted curve in the direction sought with a large enough effect; inconclusive = small, poorly fitted or top-dose-only effect, or another doubt; inactive = no such curve, though single readings can be large; an effect the other way counts as inactive or inconclusive.

How did Cc1cc(NC(=O)c2cccc([N+](=O)[O-])c2)no1 do in these assays?
AT treatment: 6%; Tb PFK block: -3%; Integrin act MD: 2%; Eya2 phos inh: 1%; TSHR antagonist: 6; BCR signal inh: 2%; ELG1 DNA repair: inconclusive; TCR activator: -2%; ASM inhibitor: 0%; Mito fusion act: -2%; TSG101-PTAP inh: -3%

Results for COc1ccc2[nH]c3c(c2c1)CCN1C(=O)C(CC(=O)NCCC2=CCCCC2)C[C@H](C(=O)N2CCCCC2)[C@@]31C (some centres not stated) ?
AT treatment: 4%; Tb PFK block: 0%; Integrin act MD: 8%; Eya2 phos inh: 2%; TSHR antagonist: 57; BCR signal inh: 0%; ELG1 DNA repair: inconclusive; TCR activator: 0%[46.1 µM]; ASM inhibitor: -6%; TSG101-PTAP inh: -9%

How did CCOc1cc(NC(=O)CC(C)C)c(OCC)cc1NC(=O)CCn1nnc2ccccc21 do in these assays?
AT treatment: 1%; Tb PFK block: -2%; Integrin act MD: -16%; Eya2 phos inh: -9%; TSHR antagonist: -7; BCR signal inh: -5%; ELG1 DNA repair: 1%; TCR activator: -2%; ASM inhibitor: 4%; Mito fusion act: 7%; TSG101-PTAP inh: -3%

How did O=C(CSc1n[nH]c(=O)[nH]c1=O)Nc1c(Cl)cc(Cl)cc1Cl do in these assays?
AT treatment: 7%; Tb PFK block: 0%; Integrin act MD: 0%; Eya2 phos inh: 1%; TSHR antagonist: -8; BCR signal inh: 3%; ELG1 DNA repair: 14%; TCR activator: 0%; ASM inhibitor: 4%; TSG101-PTAP inh: -5%

How did CCOC(=O)C1=C(C)N(C[C@@H]2CC[C@@H](Cc3ccc(-c4ccccc4)cc3)O2)C(=O)NC1c1ccc(Cl)cc1 (some centres not stated) do in these assays?
AT treatment: 7%; Tb PFK block: 3%; Integrin act MD: -11%; Eya2 phos inh: 8%; TSHR antagonist: -12; BCR signal inh: -6%; ELG1 DNA repair: -19%; TCR activator: 5%[46.1 µM]; ASM inhibitor: -1%; TSG101-PTAP inh: -1%

What do the screens show for `CC(=O)c1ccc(OCC(O)CNCc2ccc3c(c2)OCO3)cc1` (configuration not stated)?
AT treatment: -4%; Tb PFK block: 0%; Integrin act MD: 1%; Eya2 phos inh: 6%; TSHR antagonist: 6; BCR signal inh: -2%; ELG1 DNA repair: 11%; TCR activator: 1%; ASM inhibitor: 5%; Mito fusion act: -2%; TSG101-PTAP inh: 5%

What do the screens show for `Cc1sc2nc(-c3cccnc3)nc(Cl)c2c1-c1ccccc1`?
AT treatment: 6%; Tb PFK block: -1%; Integrin act MD: 9%; Eya2 phos inh: 1%; TSHR antagonist: 13; BCR signal inh: 0%; ELG1 DNA repair: inconclusive; TCR activator: 7%[46.1 µM]; ASM inhibitor: 3%; Mito fusion act: 3%; TSG101-PTAP inh: 2%

What do the screens show for `COc1ccc(C(CNC(=O)C(=O)NC2CCCC2)N2CCN(C)CC2)cc1` (configuration not stated)?
AT treatment: 3%; Tb PFK block: -13%; Integrin act MD: -5%; Eya2 phos inh: 16%; TSHR antagonist: 10; BCR signal inh: 15%; ELG1 DNA repair: 0%; TCR activator: -4%; ASM inhibitor: -3%; Mito fusion act: -6%; TSG101-PTAP inh: -3%

Results for Nc1nc(Nc2ccccc2F)sc1C(=O)c1ccccc1 ?
AT treatment: -16%; Tb PFK block: 0%; Integrin act MD: -20%; Eya2 phos inh: -9%; TSHR antagonist: 13; BCR signal inh: inconclusive; ELG1 DNA repair: inconclusive; TCR activator: -5%; ASM inhibitor: -9%; Mito fusion act: -15%; TSG101-PTAP inh: -2%

How did COc1ccc(/C(CC2OC(=O)c3ccccc32)=N\NC(N)=O)cc1 (configuration not stated) do in these assays?
AT treatment: -4%; Tb PFK block: 6%; Integrin act MD: 0%; Eya2 phos inh: 1%; TSHR antagonist: -5; BCR signal inh: 0%; ELG1 DNA repair: 12%; TCR activator: -2%; ASM inhibitor: 0%; Mito fusion act: -4%; TSG101-PTAP inh: 0%

How did COc1cc(NC(=O)COC(=O)CC(NC(C)=O)c2ccccc2)cc(OC)c1 (configuration not stated) do in these assays?
AT treatment: 5%; Tb PFK block: 1%; Integrin act MD: 0%; Eya2 phos inh: 7%; TSHR antagonist: 0; BCR signal inh: 3%; ELG1 DNA repair: 8%; TCR activator: -8%; ASM inhibitor: 5%[11.5 µM]; Mito fusion act: -5%; TSG101-PTAP inh: -10%

What do the screens show for `O=C(COC(=O)CCN1C(=O)C2CC=CCC2C1=O)NCCc1ccccc1` (configuration not stated)?
AT treatment: -13%; Tb PFK block: -8%; Integrin act MD: -26%; Eya2 phos inh: 3%; TSHR antagonist: 2; BCR signal inh: 3%; ELG1 DNA repair: 11%; TCR activator: -6%; ASM inhibitor: 2%; Mito fusion act: -4%

Results for COC(=O)c1cc(OC)c(OC)cc1NC(=O)c1ccccc1C ?
AT treatment: -3%; Tb PFK block: 2%; Integrin act MD: -5%; Eya2 phos inh: -6%; TSHR antagonist: -7; BCR signal inh: 0%; ELG1 DNA repair: -1%; TCR activator: 4%; ASM inhibitor: 0%; Mito fusion act: 0%; TSG101-PTAP inh: 1%

Results for CC1=CC(C)(C)N(C(=O)c2ccc(F)cc2)c2cc3c(cc21)OCO3 ?
AT treatment: 1%; Tb PFK block: -16%; Integrin act MD: -13%; Eya2 phos inh: -4%; TSHR antagonist: 16; BCR signal inh: -1%; ELG1 DNA repair: 0%; TCR activator: 0%; ASM inhibitor: -4%; Mito fusion act: 11%; TSG101-PTAP inh: -4%

Results for CC(=O)Nc1ccc(NS(=O)(=O)c2cc(-c3n[nH]c(=O)c4ccccc34)ccc2C)cc1 ?
AT treatment: 27%; Tb PFK block: 1%; Integrin act MD: 2%; Eya2 phos inh: 10%; TSHR antagonist: 4; BCR signal inh: inconclusive; ELG1 DNA repair: -9%; TCR activator: 4%; ASM inhibitor: -4%; Mito fusion act: 4%; TSG101-PTAP inh: -2%

How did COc1ccc(Cl)cc1C(=O)NNC(=O)COC(=O)c1cccs1 do in these assays?
AT treatment: -2%; Tb PFK block: -1%; Integrin act MD: 0%; Eya2 phos inh: -13%; TSHR antagonist: 8; BCR signal inh: inconclusive; ELG1 DNA repair: 15%; TCR activator: -4%; ASM inhibitor: 4%; TSG101-PTAP inh: -4%

Results for CCCCn1c(=O)nc2n(-c3ccccc3C)c3ccccc3cc-2c1=O ?
AT treatment: 2%; Tb PFK block: -1%; Integrin act MD: -10%; Eya2 phos inh: -4%; TSHR antagonist: -12; BCR signal inh: 1%; ELG1 DNA repair: -17%; TCR activator: 0%[46.1 µM]; Mito fusion act: 3%; TSG101-PTAP inh: -4%

What do the screens show for `CC1(C)OC2OC(COC(=O)c3ccccc3)C3OC(C)(C)OC3C2O1` (configuration not stated)?
AT treatment: 2%; Tb PFK block: 10%; Integrin act MD: 2%; Eya2 phos inh: -6%; TSHR antagonist: 4; BCR signal inh: -2%; ELG1 DNA repair: inconclusive; TCR activator: -4%[46.1 µM]; ASM inhibitor: 3%; Mito fusion act: 4%; TSG101-PTAP inh: -3%

How did CC(=O)C1=C(O)CCC1=NCCc1ccccc1 do in these assays?
Tb PFK block: 0%; Integrin act MD: inconclusive; Eya2 phos inh: -13%; TSHR antagonist: 0; BCR signal inh: -22%; ELG1 DNA repair: 1%; TCR activator: -4%; ASM inhibitor: -2%; Mito fusion act: 0%; TSG101-PTAP inh: -1%
